From PubChem
M18AAP inhibitor = PfM18AAP enzyme inhibition; recombinant PfM18AAP, H-Glu-NHMec fluorogenic cleavage; inhibition, % at 7.35 µM; hit rate 1.2% among 290,000; AID 1822;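 active means inhibition above the campaign mean inhibition over all tested compounds plus 3 SD, cut at about 28% in these data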;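 further: 0% = plate median of test compound wells and 100% = 2 mM ZnCl2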
FID counter = fluorescent intercalator displacement, NS3 helicase counter-screen | DNA fluorescent intercalator displacement, fluorescence | inhibition, % at 7.9 µM | hit rate 0.17% among 290,000 | AID 1845; in the data active means inhibition above about 37%;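 further: 0% = vehicle and 100% = reference compound; higher means more ethidium bromide displaced from hairpin DNA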
IMP-1 inhibitor = inhibitors of Pseudomonas aeruginosa IMP-1 metallo-beta-lactamase; purified IMP-1, nitrocefin hydrolysis, epi-absorbance fluorescence; inhibition, % at 5.6 µM; hit rate 0.45% among 290,000;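 active means inhibition above the mean plus 3 SD of all compounds in the same screening run, cut at about 4.5% in these data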;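 further: 0% = IMP-1 with DMSO and 100% = DMSO wells lacking enzyme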
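System: purified IMP-1 / Input: IMP-1 dispensed at 0.2 nM / Medium: 50 mM HEPES pH 7.1, 50 µM ZnSO4, 0.05% Brij 35 / Timing: 15 min enzyme–compound preincubation, then 25 min nitrocefin reaction, 25 °C / Technique: plate fluorescence quenching by hydrolysis product, ex 480/em 530 nm / Repeats: singlicate testing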
IDE act = IDE (human) activation, cell-based. P14735. HEK cells, FAbeta-B cleavage, fluorescence polarization; 0% vehicle, 100% cell-free pure enzyme wells. activation, % at 5.96 µM. hit rate 0.073% among 340,000;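 active means activation above the mean of all tested compounds plus 3 SD, set per screening campaign, cut at about 17% in these data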
SUMO HTRF inh = inhibitors of human SUMOylation (UBC9); P63279; HTRF SUMOylation assay, SAE1/SAE2 + UBC9, in vitro; inhibition, % at 35 µM; hit rate 0.36% among 290,000; AID 2006; in the data active means inhibition above about 50%, passing the limit was not always enough; further: strong numbers were not always called active
Target sequence (P63279 whole entry, looked up): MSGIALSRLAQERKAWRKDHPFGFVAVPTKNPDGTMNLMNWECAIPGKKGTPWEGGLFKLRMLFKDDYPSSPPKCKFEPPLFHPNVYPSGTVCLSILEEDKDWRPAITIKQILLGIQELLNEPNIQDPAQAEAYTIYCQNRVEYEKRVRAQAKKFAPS
IDE cell inh = inhibits human insulin-degrading enzyme in HEK cells; P14735; FAbetaB cleavage, fluorescence polarization; inhibition, % at 5.59 µM; hit rate 0.41% among 320,000; AID 434962;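 active means percent inhibition above the average of all tested compounds plus 3 SD, set per screening campaign, cut at about 16% in these data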;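 further: IDE supplied by intact live HEK cells; FP after avidin binding of uncleaved biotin substrate so inhibition keeps polarization high; 0% = DMSO wells and 100% = 60 µM reference IDE inhibitor Ii1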
VIM-2 inhibitor = blocks Pseudomonas aeruginosa VIM-2 metallo-beta-lactamase; purified VIM-2, nitrocefin hydrolysis, epi-absorbance fluorescence; inhibition, % at 5.6 µM; hit rate 0.89% among 290,000;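 active means inhibition above the mean of all tested compounds plus 3 SD, cutoff set per screening run, cut at about 7.5% in these data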;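 further: red hydrolysis product quenches plate fluorescence so inhibitors raise well fluorescence; 0% = enzyme with DMSO and 100% = DMSO without enzyme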
pCIP destab = p/CIP protein destabilization; Q05BA5; F442A p/CIP-EGFP cells, EGFP fluorescence, 16 h; hit rate 0.01% among 290,000; AID 1984; decrease of EGFP signal, % at 10 µM;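 active means EGFP signal decrease of at least 30% at 10 µM or well 3 SD below plate mean, unless failing retest; inactive means the rest, including hits failing retest or dose response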; further: some compounds called inactive have numbers as strong as hits; many of its hits are not listed in these tables
HCV NS3 hel inh = HCV NS3 helicase inhibition. hit rate 0.56% among 290,000. AID 1800. inhibition, % at 10.9 µM. NS3 helicase DNA unwinding, Cy5 molecular beacon fluorescence;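 active means inhibition above the mean of all tested compounds plus 3 SD, set per campaign, cut at about 35% in these data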;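 further: 0% = DMSO wells and 100% = thioflavine S control wells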
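test system = hepatitis C virus NS3 helicase domain fragment enzyme | reagent = annealed dual-labelled DNA beacon duplex, ATP-started | times = 1 h at 25 °C | detection = Cy5 fluorescence, 0 and 60 min reads | read-out basis = percent inhibition from t60/t0 fluorescence ratio | control set = DMSO and thioflavine S | replication = one well per compound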
* hit, by the source's call; · = no result given.

SMILES	M18AAP inhibitor	FID counter	IMP-1 inhibitor	IDE act	SUMO HTRF inh	IDE cell inh	VIM-2 inhibitor	pCIP destab	HCV NS3 hel inh
CSc1ccc(CN2CCCC(N3CCN(c4ccccc4)CC3)C2)cc1 (configuration not stated)	-2	5	-4.1	2	-8	6	-2.5	-3	0
C=CCN1C(=O)S/C(=C/c2ccsc2)C1=O	6	-2	-6.1	1	10	-3	-3.7	-7	-4
CCC1Sc2ccc(S(=O)(=O)CCC(=O)N3CCc4ccccc43)cc2NC1=O (configuration not stated)	3	-39	1.7	7	-4	-3	1.8	0	9
O=C1CCCCN1CCC(=O)N1CCCC(Nc2ccc(F)c(F)c2)C1 (configuration not stated)	-2	-27	-2.5	0	4	1	-2.1	5	10
CC(C)OC(=O)CC1C(=O)NCCN1C(=S)NC(=O)c1ccccc1 (configuration not stated)	0	-8	-3.3	4	-9	1	-3.2	4	-3
N#Cc1c(C(F)(F)F)cc(-c2ccccc2)nc1SCCN1CCOCC1	1	-3	-1.0	-2	-28	0	-3.5	-11	5
CSCCC(NC(=O)C12CC3CC(CC(C3)C1)C2)C(=O)OCC(=O)c1ccc(Cl)cc1 (configuration not stated)	0	2	-2.0	6	21	4	-0.1	-7	2
O=C(NCCCN1CCN(c2ccccc2F)CC1)C1CCN(S(=O)(=O)c2cccs2)CC1	4	26	-1.4	-2	7	-4	0.4	-12	-28
O=C1CSC(c2ccc([N+](=O)[O-])cc2)N1c1ccccc1 (configuration not stated)	-4	-1	-0.9	5	-4	-2	-2.4	2	-4
CC(=O)Nc1ccc(S(=O)(=O)NNC(=S)NCC2CCCO2)cc1 (configuration not stated)	-8	-18	-2.2	2	11	5	-3.8	-7	19
CN(C)c1ccc(C2OC(=O)C(C)(C)C(=O)C2(C)C)cc1 (configuration not stated)	-4	-2	-1.9	7	17	2	-3.6	-9	8
NC(=O)CSC1=Nc2ccccc2C2=NC(CCC(=O)NCc3ccc(F)cc3)C(=O)N12 (configuration not stated)	7	-4	-2.2	2	20	-7	-2.8	2	-1
CCC(C)(C)n1nnnc1C(c1cccc(C#N)c1)N1CCN(c2cc(C)ccc2C)CC1 (configuration not stated)	·	·	·	-1	5	5	·	-15	·
COCCNC(=S)N/N=C(\C)c1ccc(OC)cc1	3	3	-3.0	1	6	5	-4.6	3	8
O=C(NCC1CCN(C(=O)c2ccc([N+](=O)[O-])cc2)CC1)C(=O)Nc1ccccc1	-13	-6	-2.0	3	20	2	-4.3	-11	9
C=CC[n+]1c(-c2ccc(C)cc2)csc1NNC(=O)Nc1ccccc1	8	-11	-3.5	0	-7	7	-2.4	-28	4
Cc1nc(NC(=O)C2CC2)sc1C(=O)Nc1ccc(Br)cc1	4	-8	-3.5	-2	-14	4	-0.1	-1	7
COc1ccc(C2C(C(=O)c3ccco3)=C(O)C(=O)N2c2nnc(C)s2)cc1 (configuration not stated)	11	-9	3.6	3	19	-6	5.5	4	1
COc1ccc(/C=N/Nc2cc(=O)n(C)c(=O)n2C)cc1OC	-2	-2	-3.7	4	4	9	1.6	0	8
COc1ccc(N(C(=O)CCl)C(C(=O)NCCc2ccccc2)c2cccs2)cc1 (configuration not stated)	-1	-39	-2.8	-1	4	7	-1.7	3	-9
COc1ccc(N(C(=O)Cn2nnc3ccccc32)C(C(=O)NCc2ccco2)c2cccnc2)cc1 (configuration not stated)	8	-22	-1.5	2	34	4	1.9	-11	9
CCn1c2ccccc2c2nnc(SCC(=O)OCN3C(=O)c4ccccc4C3=O)nc21	-4	9	-4.5	1	21	5	-0.7	0	3
CN(C)S(=O)(=O)Nc1ccccn1	-3	-1	-1.9	-1	1	8	-1.7	-4	4
COc1ccc(C(=O)Nn2cnc3ccccc3c2=O)c(OC)c1	-2	-1	-1.9	3	26	4	-0.3	-7	-2

Compound profiles (already shown). Screens in order: M18AAP inhibitor | FID counter | IMP-1 inhibitor | IDE act | SUMO HTRF inh | IDE cell inh | VIM-2 inhibitor | pCIP destab | HCV NS3 hel inh
Cc1nc(NC(=O)C2CC2)sc1C(=O)Nc1ccc(Br)cc1 in the list: 4 | -8 | -3.5 | -2 | -14 | 4 | -0.1 | -1 | 7
CN(C)S(=O)(=O)Nc1ccccn1 in the list: -3 | -1 | -1.9 | -1 | 1 | 8 | -1.7 | -4 | 4
CN(C)c1ccc(C2OC(=O)C(C)(C)C(=O)C2(C)C)cc1 (configuration not stated) in the list: -4 | -2 | -1.9 | 7 | 17 | 2 | -3.6 | -9 | 8
O=C1CSC(c2ccc([N+](=O)[O-])cc2)N1c1ccccc1 (configuration not stated) in the list: -4 | -1 | -0.9 | 5 | -4 | -2 | -2.4 | 2 | -4
CSCCC(NC(=O)C12CC3CC(CC(C3)C1)C2)C(=O)OCC(=O)c1ccc(Cl)cc1 (configuration not stated) in the list: 0 | 2 | -2.0 | 6 | 21 | 4 | -0.1 | -7 | 2

Carrying on.
SMILES	M18AAP inhibitor	FID counter	IMP-1 inhibitor	IDE act	SUMO HTRF inh	IDE cell inh	VIM-2 inhibitor	pCIP destab	HCV NS3 hel inh
CCOc1cnn(Cc2ccccc2)c(=O)c1SCc1ccccc1	1	-24	-1.5	5	-7	-7	-2.5	-9	3
C=C(C)CSc1nnc(-c2cccc(Cl)c2)n1N	0	0	-2.0	3	18	4	-1.3	5	-1
CC(=O)c1cccc(NC(=O)Nc2ccc3c(c2)CCC3)c1	10	-17	-3.4	3	-3	2	-1.9	-9	-3
Cc1ccc(C2C(C#N)=C3N=C(N)c4ccccc4N3C3=C2C(=O)CCC3)cc1 (configuration not stated)	-1	-13	-3.0	5	13	1	-3.1	-7	0
O=C(CN1CCC(NC(=O)c2ccccc2F)CC1)Nc1ccc2c(c1)OCCO2	-2	-4	-2.0	2	5	-6	-2.5	8	5
CCCC(=O)Nc1nc2c(s1)COc1ccccc1-2	-3	-6	-0.7	7	-7	-1	-0.9	14	3
O=C(Nc1ccc(N2CCCC2)c(Cl)c1)c1ccco1	12	3	-1.0	5	31	-3	-2.6	-3	4
CCCS(=O)(=O)N1CCN(CC2CC3C=CC2C3)CC1 (configuration not stated)	14	1	-5.5	-7	21	2	-1.6	-12	4
O=C(CCCn1cnc([N+](=O)[O-])n1)Nc1cccc(O)c1	2	-3	-3.6	·	4	6	-1.7	3	4
CSc1ncccc1C(=O)OCC(=O)c1cc2ccccc2o1	0	0	-1.7	-8	10	1	-0.7	-10	8
O=C(N/N=C/c1c[nH]c2ccccc12)c1ccc(Br)cc1	7	4	-3.0	6	-9	2	-1.0	2	-8
Cc1cc(NC(=O)COC(=O)c2c(C)noc2C)ccc1Br	16	-12	1.1	-2	-8	11	3.0	-1	9
C=CCN1C(=Nc2cccnc2)SCC1(O)c1ccc(C)cc1 (configuration not stated)	-3	-22	-1.3	·	-17	2	-2.7	4	-2
COc1ccc2nc(SCC(=O)NC(C)(C)C)[nH]c2c1	6	-5	-2.7	5	8	1	-3.3	-6	7
Cc1ccc2nc(-c3ccccc3N)[nH]c2c1	2	1	-2.0	1	34	2	-1.5	-2	13
CCn1c(=O)c(C)nn2c3ccccc3nc12	-5	0	-3.0	4	11	2	1.2	-2	-5
CNC(=O)CN(c1ccc(C(C)C)cc1)S(C)(=O)=O	-2	-2	0.2	5	4	-3	-0.8	1	2
COc1ccccc1NC(=O)c1nn(C)c(C(=O)Nc2ccccc2OC)c1[N+](=O)[O-]	3	-18	-2.8	-2	18	-1	-1.8	-4	-7
Cc1ccc(NC(=O)CN2C(=O)NC(Cc3ccccc3)C2=O)c(Br)c1 (configuration not stated)	0	-8	-1.7	5	5	6	-3.2	-7	-1
CCSc1ccccc1C(=O)NCc1ccc2c(c1)OCO2	5	-2	-1.7	2	-4	5	-1.4	-3	1
CC(=O)NC(CC(=O)Nc1ccc2c(c1)OCCO2)c1ccccc1 (configuration not stated)	-3	-6	-0.4	4	-11	-4	-2.0	-20	14
Cc1nn(-c2ccccc2)c2sc(C(=O)NCCN3CCOCC3)cc12	7	10	-3.9	-5	16	0	6.4	-7	-8
CC1N(C)c2cc(NC(=O)c3ccco3)c(P(=O)(Nc3ccc([N+](=O)[O-])cc3)N3CCOCC3)cc2C1(C)C (configuration not stated)	3	-29	-2.7	4	-7	-1	0.3	2	-29
COc1ccc(NC(=O)COC(=O)c2ccco2)c([N+](=O)[O-])c1	0	5	-3.5	-2	10	2	-3.4	8	-1

Compounds listed so far containing an NH in an aromatic ring, in the order listed:
SMILES	M18AAP inhibitor	FID counter	IMP-1 inhibitor	IDE act	SUMO HTRF inh	IDE cell inh	VIM-2 inhibitor	pCIP destab	HCV NS3 hel inh
O=C(N/N=C/c1c[nH]c2ccccc12)c1ccc(Br)cc1	7	4	-3.0	6	-9	2	-1.0	2	-8
COc1ccc2nc(SCC(=O)NC(C)(C)C)[nH]c2c1	6	-5	-2.7	5	8	1	-3.3	-6	7
Cc1ccc2nc(-c3ccccc3N)[nH]c2c1	2	1	-2.0	1	34	2	-1.5	-2	13

More structures follow.
SMILES	M18AAP inhibitor	FID counter	IMP-1 inhibitor	IDE act	SUMO HTRF inh	IDE cell inh	VIM-2 inhibitor	pCIP destab	HCV NS3 hel inh
O=C(NNC(=O)c1cc2cc(Br)ccc2oc1=O)c1ccc(O)cc1	10	2	-4.3	3	3	4	-2.3	6	-12
CC(C)c1cc(Br)ccc1OCCN1C(=O)NC(C)(C)C1=O	-3	-20	-1.4	-5	12	-3	-1.5	3	8
Cc1ccc(NC(=O)c2sc(Cl)nc2-c2ccccc2)cc1C	-6	-24	-2.3	-2	-28	0	-1.7	-7	-2
Cc1ccc2nc(NC(=O)CN(C)S(=O)(=O)c3ccc(Br)s3)sc2c1	4	-1	-0.3	4	-6	-1	-4.7	-2	-6
O=C(CSc1nnc(-c2ccc(Cl)cc2Cl)n1C1CCCCC1)NC1CCS(=O)(=O)C1 (configuration not stated)	3	-39	-3.2	-1	-5	-1	-2.3	-11	-6
